From PubChem BioAssay
BioA inh = inhibitors of Mycobacterium tuberculosis BioA enzyme; purified M. tuberculosis BioA enzyme, plate reader; inhibition, % at 9.99 µM; actives 0.096% (n = 360,000); in the data active = inhibition above about 40%; inconclusive = no clear call, values can overlap the other calls
GDH-TPI counter = GDH-TPI coupled enzyme inhibition counter-screen. actives 1.2% (n = 360,000). GDH-TPI coupled enzyme counterscreen, NADH absorbance. AID 588335. inhibition, % at 4.8 µM;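 note: 0% = DMSO wells and 100% = wells lacking the enzyme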
Mtb FBA inh = Mtb fructose-bisphosphate aldolase inhibition; P9WQA3; purified M. tuberculosis FBA, fluorescence read-out; inhibition, % at 1 µM; actives 2.3% (n = 360,000); AID 588726; in the data active = inhibition above about 27%;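 note: 0% = vehicle and 100% = reference inhibitor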
Target sequence (P9WQA3 whole entry, looked up): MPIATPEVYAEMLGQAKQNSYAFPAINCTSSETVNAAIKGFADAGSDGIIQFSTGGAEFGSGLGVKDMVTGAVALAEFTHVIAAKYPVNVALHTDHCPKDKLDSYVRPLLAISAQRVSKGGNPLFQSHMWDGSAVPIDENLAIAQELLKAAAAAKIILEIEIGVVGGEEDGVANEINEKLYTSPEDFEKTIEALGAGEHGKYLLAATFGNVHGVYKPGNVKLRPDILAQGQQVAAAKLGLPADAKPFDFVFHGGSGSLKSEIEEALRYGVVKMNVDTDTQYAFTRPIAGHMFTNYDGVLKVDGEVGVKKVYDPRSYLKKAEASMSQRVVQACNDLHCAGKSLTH
Rv3671c inh = inhibitors of M. tuberculosis serine protease Rv3671c; P9WHR9; inhibition, % at 5.96 µM; actives 0.048% (n = 320,000); in the data active = inhibition above about 38%;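 note: extracellular domain of Rv3671c used as enzyme; 0% = enzyme with DMSO and 100% = no enzyme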
Mtb UGM inh = inhibitors of M. tuberculosis UDP-galactopyranose mutase | P9WIQ1 | purified UGM, fluorescence polarization probe displacement | inhibition, % at 10 µM | actives 0.06% (n = 320,000) | AID 504406; in the data active = inhibition above about 10%, passing the limit was not always enough; inconclusive = no clear call, values can overlap the other calls
Target sequence (P9WIQ1 whole entry, looked up): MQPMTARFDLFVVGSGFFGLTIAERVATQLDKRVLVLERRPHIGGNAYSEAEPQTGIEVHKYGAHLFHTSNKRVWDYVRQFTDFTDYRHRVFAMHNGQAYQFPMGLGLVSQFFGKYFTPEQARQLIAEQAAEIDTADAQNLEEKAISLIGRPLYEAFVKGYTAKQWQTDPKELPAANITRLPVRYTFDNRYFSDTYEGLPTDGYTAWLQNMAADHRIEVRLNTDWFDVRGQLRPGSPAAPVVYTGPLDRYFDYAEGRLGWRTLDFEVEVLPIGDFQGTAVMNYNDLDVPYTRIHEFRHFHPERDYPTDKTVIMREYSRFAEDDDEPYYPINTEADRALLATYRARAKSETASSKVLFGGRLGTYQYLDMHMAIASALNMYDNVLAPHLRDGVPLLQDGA
FadD28 binding = M. tuberculosis FadD28 bisubstrate binding inhibition. FadD28 bisubstrate probe binding, fluorescence polarization. inhibition, % at 12.5 µM. actives 0.22% (n = 360,000); in the data active = inhibition above about 8.5%, passing the limit was not always enough; inconclusive = no clear call, values can overlap the other calls
CCHFV vOTU inh = blocks the CCHF virus ovarian tumor domain protease | actives 0.55% (n = 370,000) | AID 651958 | CCHFV vOTU protease, Pep-AMC fluorescence | inhibition, % at 11.5 µM; note: 0% = vehicle wells with enzyme and 100% = no enzyme wells
DUSP3 inh = inhibitors of human VHR1 phosphatase (DUSP3); recombinant VHR phosphatase, pNPP absorbance; inhibition, % at 13.3 µM; actives 0.52% (n = 290,000); in the data active = inhibition above about 50%; note: some compounds called inactive have numbers as strong as hits
Target sequence (P51452 whole entry, looked up): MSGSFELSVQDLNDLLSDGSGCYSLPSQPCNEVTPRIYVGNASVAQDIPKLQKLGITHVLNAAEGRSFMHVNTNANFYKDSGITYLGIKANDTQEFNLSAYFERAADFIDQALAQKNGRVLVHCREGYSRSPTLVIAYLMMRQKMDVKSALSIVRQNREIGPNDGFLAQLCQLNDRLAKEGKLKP
MazF activator = MazEF (E. coli) toxin RNase activation; P0AE70; FAM/BHQ RNA-DNA oligo cleavage fluorescence, 5 h; activation, % at 20 µM; actives 0.32% (n = 350,000); AID 504720; in the data active = activation above about 50%
Target sequence (P0AE70 whole entry, looked up): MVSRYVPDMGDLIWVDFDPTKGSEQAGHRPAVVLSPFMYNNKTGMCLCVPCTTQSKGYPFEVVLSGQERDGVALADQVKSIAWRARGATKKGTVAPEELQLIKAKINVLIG
BoNT-F LC inh = inhibitors of Botulinum neurotoxin F light chain protease. actives 0.22% (n = 360,000). Multiplex microsphere protease cleavage assay, flow cytometry. inhibition, % at 10 µM; in the data active = inhibition above about 35%, passing the limit was not always enough; inconclusive = no clear call, values can overlap the other calls; note: plate controls were buffer without enzyme for full effect and enzyme alone for no effect
Active calls of the source: *; ? = inconclusive; / = not tested or not shown. Cut-off read from the data, not from the text of the source, unless noted: active = inhibition above about 30%; inactive = the rest.

Abbreviations – A = BioA inh; B = GDH-TPI counter; C = Mtb FBA inh; D = Rv3671c inh; E = Mtb UGM inh; F = FadD28 binding; G = CCHFV vOTU inh; H = DUSP3 inh; I = MazF activator; J = BoNT-F LC inh
CC(=O)Nc1ccc(OCc2ccc(S(=O)(=O)Cc3ccccc3)cc2)cc1
  A = -0.2 | B = -6 | C = 1 | D = -8 | E = 1.2 | F = -3.5 | G = 7 | H = 8 | I = 5 | J = -6
O=C(CSc1nc2ccccc2[nH]1)N1CCN(c2ccccc2)CC1
  A = 7.1 | B = 8 | C = -1 | D = 3 | E = 2.9 | F = 0.2 | G = -1 | H = 14 | I = -2 | J = -1
CCOC(=O)c1cc(-c2ccc(/C=C3/C(=O)NC(=O)C(C#N)=C3C)o2)ccc1Cl
  A = 5.6 | B = 35* | C = 2 | D = -5 | E = 4.2 | F = 15* | G = 1 | H = 14 | I = 17 | J = 6
CC1=C(C(=O)OCC2CCCO2)C(c2ccncc2)C2=C(CCCC2=O)N1 (configuration not stated)
  A = -3.0 | B = 16 | C = 20 | D = 0 | E = 1.9 | F = 0.2 | G = -14 | H = 0 | I = 4 | J = 2
CCOC(=O)N1CCC(NC(=O)C2CCCN2C(=O)OCc2ccccc2)CC1 (configuration not stated)
  A = 2.4 | B = 5 | C = 9 | D = 3 | E = / | F = -0.2 | G = -2 | H = 30 | I = 3 | J = -4
Fc1ccc(NC(=S)Nc2cc(-c3ccccc3)[nH]n2)cc1Cl
  A = -1.3 | B = 11 | C = -3 | D = -40 | E = 0.0 | F = -31 | G = 3 | H = 5 | I = -1 | J = 2
CC(C)N1CC(C(=O)Nc2ccc(Cl)cc2Cl)CC1=O (configuration not stated)
  A = -0.2 | B = 5 | C = -2 | D = / | E = / | F = -1.1 | G = -3 | H = / | I = 0 | J = -3
COC(=O)CCC(=O)NC1CC(C)(C)Cc2c1cnn2-c1ccc(F)cc1 (configuration not stated)
  A = -1.5 | B = 6 | C = 0 | D = -3 | E = 0.0 | F = -1.5 | G = -6 | H = 0 | I = 7 | J = ?
N#CC1(NC(=O)COC(=O)c2cc(O)c3ccccc3c2O)CCCCC1
  A = 0.6 | B = 5 | C = 1 | D = -83 | E = -2.7 | F = 2.4 | G = / | H = / | I = -7 | J = 9
COc1cccc(C(=O)CSc2nnc(-c3ccco3)n2CC2CCCO2)c1 (configuration not stated)
  A = 1.3 | B = -2 | C = -7 | D = 1 | E = -1.7 | F = -5.0 | G = 1 | H = -1 | I = 14 | J = -19
COc1ccccc1CNS(=O)(=O)c1c(C)nc2sccn2c1=O
  A = 0.1 | B = 14 | C = 5 | D = -1 | E = -1.0 | F = -3.3 | G = -1 | H = 6 | I = 8 | J = -6
O=C(c1ccc(C(F)(F)F)cc1)C1CCCN(Cc2ccncc2)C1 (configuration not stated)
  A = / | B = 0 | C = -1 | D = 5 | E = -0.5 | F = -1.7 | G = -2 | H = 7 | I = 12 | J = 8
COc1ccc2oc(=O)c(C(=O)NCC3CCCO3)cc2c1 (configuration not stated)
  A = 0.8 | B = 15 | C = 64* | D = 0 | E = -0.6 | F = -2.5 | G = -67 | H = 21 | I = 3 | J = -13
Cc1ccc(-c2noc(N=O)c2NO)cc1
  A = -2.1 | B = 13 | C = 1 | D = 17 | E = -2.1 | F = -43 | G = -9 | H = 13 | I = 7 | J = /
COc1cccc2sc(NC(=O)c3ccc(Br)s3)nc12
  A = -2.1 | B = 21 | C = 1 | D = -15 | E = -0.8 | F = -2.3 | G = 16 | H = 16 | I = 19 | J = 4
CC1CCN(C(=S)c2cccc([N+](=O)[O-])c2)CC1
  A = / | B = 6 | C = -3 | D = -3 | E = -2.5 | F = -0.4 | G = -9 | H = 17 | I = 5 | J = 4
COc1ccc(OC)c(-c2nn(-c3ccccc3)cc2C(=O)NCC(c2ccco2)N2CCCC2)c1 (configuration not stated)
  A = 0.9 | B = 2 | C = -3 | D = 9 | E = -0.3 | F = -0.2 | G = 8 | H = / | I = -1 | J = 24
COc1ccc2nc(NC(=O)c3cccc(-c4cc5ccccc5oc4=O)c3)sc2c1
  A = / | B = 2 | C = 4 | D = -16 | E = -1.4 | F = 0.1 | G = 4 | H = -8 | I = 15 | J = -3
CCCc1c(C(=O)N/N=C/c2cccnc2)nnn1-c1nonc1N
  A = 7.6 | B = 7 | C = 0 | D = 1 | E = -0.1 | F = -3.2 | G = 12 | H = 18 | I = 7 | J = 2
Cc1ccc(CNC(=O)COC(=O)[C@@H]2CC(O)CN2S(=O)(=O)c2ccc3c(c2)OCCO3)cc1 (some centres not stated)
  A = / | B = 4 | C = 1 | D = 4 | E = -0.2 | F = -0.7 | G = -7 | H = 2 | I = -2 | J = -9
CC(C)C1=CC(=NS(=O)(=O)c2cccc([N+](=O)[O-])c2)C=C(C(C)C)C1=O
  A = -0.5 | B = 4 | C = -1 | D = -8 | E = -1.2 | F = -7.4 | G = 17 | H = 6 | I = 11 | J = -16
CCCCNc1c(C(=O)OCC)c(=O)[nH]c2ccccc12
  A = 0.9 | B = 10 | C = -2 | D = -2 | E = 1.8 | F = -0.9 | G = -2 | H = 26 | I = 1 | J = -26
CN(C)c1ccc(C2Nc3ccccc3C(=O)N2CCN2CCNC2=O)cc1 (configuration not stated)
  A = 3.7 | B = 7 | C = 5 | D = 4 | E = 2.5 | F = -4.3 | G = -8 | H = 20 | I = -2 | J = 3
Cc1c(C(=O)N(C)c2ccccc2Cl)cnn1-c1ccccc1
  A = -1.5 | B = 14 | C = 0 | D = -4 | E = 2.6 | F = 0.3 | G = 10 | H = 6 | I = 3 | J = ?
COc1cc(C2C(C#N)=C(C)NC3=C2C(=O)c2ccccc23)cc(OC)c1OC (configuration not stated)
  A = 2.7 | B = 0 | C = -1 | D = 16 | E = 0.6 | F = -1.8 | G = -8 | H = 13 | I = 12 | J = -5

(cont.)
SMILES	BioA inh	GDH-TPI counter	Mtb FBA inh	Rv3671c inh	Mtb UGM inh	FadD28 binding	CCHFV vOTU inh	DUSP3 inh	MazF activator	BoNT-F LC inh
CCS(=O)(=O)N1CCC2(CC1)OCCN2S(=O)(=O)c1ccc(OC)cc1	-0.7	5	0	/	/	-1.2	1	/	6	4
Clc1ccc(-c2cc(CN3CCCCC3)no2)cc1Cl	1.8	-6	1	10	-0.4	-3.4	-8	7	1	-19
Cc1ccc(-c2ccc(/C=N/n3cnnc3)o2)cc1Cl	-0.6	36*	7	-8	0.8	-6.2	8	-10	-2	-4
O=C(O)c1c2c(nc3ccc(Cl)cc13)CCC2	/	6	-4	1	3.1	-3.5	3	-22	9	-10
COCCCNC(=O)CNC(=O)c1nn(-c2ccc(OC)cc2)c(=O)c2ccccc12	-0.2	1	3	-2	-1.3	-2.0	2	-1	1	-8
CC(Sc1n[nH]c(N)n1)C(=O)Nc1cccc2ccccc12 (configuration not stated)	2.6	10	4	-2	1.6	-1.1	7	/	-6	-4
Cc1cccc(OCC(=O)Nc2ccc3c(C)cc(=O)oc3c2)c1	/	15	15	10	-0.9	-0.7	-15	-11	9	0
CCN(CC(=O)Nc1c(F)cccc1F)C(=O)C1CCN(C(=O)Nc2ccccc2)CC1	-1.0	0	2	-13	-2.4	-0.3	9	/	5	-3
CC(O)CNc1nc2c(c(=O)n(C)c(=O)n2C)n1Cc1cccc(Br)c1 (configuration not stated)	/	9	1	-3	3.8	-1.0	6	29	6	4
c1ccc(COc2ccc(-c3cc4nc(NCc5ccc6c(c5)OCO6)ccn4n3)cc2)cc1	-2.7	-3	9	/	/	-4.4	4	/	/	-10
O=C(Nc1ccc([N+](=O)[O-])cc1)Nc1ccc(OC(F)F)c(Cl)c1	/	18	-4	-500	-2.3	13*	-8	0	19	-3
Cc1ccccc1NC(=O)c1cccc(N2C(=O)C3C4CC(C(Br)C4Br)C3C2=O)c1 (configuration not stated)	-0.3	7	-3	/	2.7	-4.2	-8	6	2	9
COc1ccc(OC)c(S(=O)(=O)N2CCN(C(=O)CCc3ccccc3)CC2)c1	2.9	-10	8	3	0.3	2.2	-11	-7	6	-4
CN1CCN(S(=O)(=O)c2cccc(C(=O)Oc3ccc(C(C)(C)C)cc3)c2)CC1	-4.3	4	1	6	-0.9	1.1	3	/	6	5
CCCCCCC#Cc1cncc(C(=O)NNC(=O)Nc2cc(Cl)cc(Cl)c2)c1	-2.4	1	2	-7	0.8	-0.5	-13	16	9	/
O=C(NCc1ccco1)c1ccc(COCC(F)(F)F)cc1	-1.3	-3	2	-14	2.5	-4.7	-2	26	3	-8
CCOC(=O)N1CCC(Nc2c(-c3ccc(C)cc3)c(=O)c2=O)CC1	5.0	36*	-3	-1	-1.2	-0.2	5	4	7	12
Cc1ncsc1CCOC(=O)C12CC3CC(CC(C3)C1)C2	/	0	3	7	0.5	-0.6	-9	15	-2	-1
O=C(NC(=S)NNS(=O)(=O)c1ccccc1)c1cccnc1	/	4	0	-1	-0.7	-0.9	8	16	-3	2
CC1CCCCN1S(=O)(=O)c1ccc(C(=O)Nc2nnc(-c3ccncc3)o2)cc1 (configuration not stated)	/	16	-4	-14	-0.6	-0.9	-5	-5	5	-2
Nc1nnnn1/N=C/c1ccc(N2CCCCC2)c([N+](=O)[O-])c1	/	25	-4	2	0.7	-3.0	10	4	9	-10
CCOC(=O)N1CCN(S(=O)(=O)c2c(C)[nH]c(=O)[nH]c2=O)CC1	-4.2	16	7	-10	2.0	-1.5	8	-10	-6	-1
COCCNC(=O)C1(C)CCCN(C(=O)c2ccc(C(=O)OC)cc2)C1 (configuration not stated)	-2.3	16	0	/	/	0.1	-2	/	/	4
CN(C)c1ccc(P(=O)(Nc2ccccc2)N2CCOCC2)c(NC(=O)c2cccs2)c1 (configuration not stated)	-1.5	1	-1	11	0.0	-4.0	-19	3	1	-6
O=C(O)c1ccccc1-c1ccccc1C(=O)Nc1ccc2c(c1)CCC2	-2.3	6	-4	2	-0.3	-3.0	-15	-4	-3	1
CCOc1ccc(CN2CCNC(=O)C2CC(=O)NCCc2ccccn2)cc1 (configuration not stated)	/	-2	2	-1	1.8	-0.1	0	7	1	-2

10 entries from above, with values under each structure:
Second line of a record: BioA inh, GDH-TPI counter, Mtb FBA inh, Rv3671c inh, Mtb UGM inh, FadD28 binding, CCHFV vOTU inh, DUSP3 inh, MazF activator, BoNT-F LC inh
Cc1cccc(OCC(=O)Nc2ccc3c(C)cc(=O)oc3c2)c1
    /, 15, 15, 10, -0.9, -0.7, -15, -11, 9, 0
CCN(CC(=O)Nc1c(F)cccc1F)C(=O)C1CCN(C(=O)Nc2ccccc2)CC1
    -1.0, 0, 2, -13, -2.4, -0.3, 9, /, 5, -3
CC(O)CNc1nc2c(c(=O)n(C)c(=O)n2C)n1Cc1cccc(Br)c1 (configuration not stated)
    /, 9, 1, -3, 3.8, -1.0, 6, 29, 6, 4
c1ccc(COc2ccc(-c3cc4nc(NCc5ccc6c(c5)OCO6)ccn4n3)cc2)cc1
    -2.7, -3, 9, /, /, -4.4, 4, /, /, -10
O=C(Nc1ccc([N+](=O)[O-])cc1)Nc1ccc(OC(F)F)c(Cl)c1
    /, 18, -4, -500, -2.3, 13*, -8, 0, 19, -3
Cc1ccccc1NC(=O)c1cccc(N2C(=O)C3C4CC(C(Br)C4Br)C3C2=O)c1 (configuration not stated)
    -0.3, 7, -3, /, 2.7, -4.2, -8, 6, 2, 9
COc1ccc(OC)c(S(=O)(=O)N2CCN(C(=O)CCc3ccccc3)CC2)c1
    2.9, -10, 8, 3, 0.3, 2.2, -11, -7, 6, -4
CN1CCN(S(=O)(=O)c2cccc(C(=O)Oc3ccc(C(C)(C)C)cc3)c2)CC1
    -4.3, 4, 1, 6, -0.9, 1.1, 3, /, 6, 5
CCCCCCC#Cc1cncc(C(=O)NNC(=O)Nc2cc(Cl)cc(Cl)c2)c1
    -2.4, 1, 2, -7, 0.8, -0.5, -13, 16, 9, /
O=C(NCc1ccco1)c1ccc(COCC(F)(F)F)cc1
    -1.3, -3, 2, -14, 2.5, -4.7, -2, 26, 3, -8
